M. tuberculosis: growth inhibition of non-replicating M. tuberculosis (AID 488890). inhibition, % at 25 µM, or IC50 in µM where a hit was titrated. 0.39% of 320,000 active. Mycobacterium tuberculosis non-replicating, growth inhibition; higher % means a stronger effect; in the data active = a potency from the dose series; inconclusive = inhibition mostly from about 82% at the one dose, without a potency; inactive = the rest, 99 in 100 with inhibition below about 76%;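 also: plate controls were DMSO cells for no effect and high antibiotic wells for full effect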
H1N1 NS1A inhibition: H1N1 influenza NS1A inhibitors, functional cell based assay (AID 504329) | one-dose inhibition, % at 12.5 µM; IC50 in µM for titrated hits | NS1A functional cell-based assay, percent inhibition; higher % means a stronger effect | 0.3% of 340,000 active; in the data active = a potency from the dose series; inconclusive = inhibition above about 27% without an active follow-up result; also: strong numbers were not always called active
inhibitors of VEEV: inhibitors of VEEV TC-83 cytopathic effect, confirmation, Vero cells (AID 588727); Vero cells, VEEV TC-83 cytopathic effect inhibition; higher % means a stronger effect; inhibition, % at 20 µM, or IC50 in µM where a hit was titrated; 0.13% of 350,000 active; in the data active = a potency from the dose series; inconclusive = inhibition mostly from about 14% at the one dose, without a potency; inactive = the rest, 99 in 100 with inhibition below about 12%; also: strong numbers were not always called active
PhoP GFP inhibition: PhoP regulon inhibitors, Salmonella typhi PhoP promoter GFP reporter, confirmatory (AID 1850); Salmonella Typhi PhoP-promoter GFP reporter, fluorescence, 4 h; higher % means a stronger effect; one-dose inhibition, % at 50 µM; IC50 in µM for titrated hits; 0.33% of 310,000 active; in the data active = a potency from the dose series; inconclusive = inhibition mostly from about 25% at the one dose, without a potency; inactive = the rest, 99 in 100 with inhibition below about 19%;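 also: 0% = induced wells with vehicle and 100% = uninduced wells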
M. tuberculosis HTS: M. tuberculosis growth inhibition, HTS (AID 449762). 0.59% of 330,000 active. one-dose inhibition, % at 25 µM; IC50 in µM for titrated hits. M. tuberculosis H37Rv growth inhibition, 7H9 media; higher % means a stronger effect; in the data active = a potency from the dose series; inconclusive = inhibition above about 70% without an active follow-up result;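 also: bacterial growth assessed after seven days of incubation; strong numbers were not always called active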
inhibitors of VEEV 10K pilot screen: also measured in inhibitors of VEEV; calls as there; inhibition, %; measured here: 10K pilot screen inhibition
Active calls of the source: *; i = inactive; ? = inconclusive; · = not tested or not shown.

SMILES	M. tuberculosis	H1N1 NS1A inhibition	inhibitors of VEEV	PhoP GFP inhibition	M. tuberculosis HTS	others
Cc1nc2cc(NCc3nc4ccccc4n3Cc3ccccc3)ccc2n1C	62%	-10%	0.2%	-3%	1%
O=C(Nc1ccc(Cl)c(Cl)c1)N1CCSC1c1ccco1 (centres undefined)	59%	-3%	1.1%	4%	1%
O=C(NCc1ccc(F)cc1)C1CCCN1C(=O)NCc1ccccc1 (centres undefined)	-7%	3%	2.4%	10%	-3%
C(=Cc1cccnc1)c1ccncc1	·	-18%	4.8%	·	·
COc1ccc(NC(=S)N(CCCN2CCOCC2)Cc2cn(C)c3ccccc23)cc1OC	-4%	3%	i	-5%	0%
CCN(CCCNC(=O)Cn1ncc2c([nH]c3ccc(C)cc32)c1=O)c1ccccc1	-2%	-4%	4.5%	-7%	8%
CCOC(=O)C1CCN(C(=O)Nc2ccc3snnc3c2)CC1	9%	3%	i	13%	-5%
COc1ccc(C)cc1NC(=O)CCCNC(=O)Cn1cnc2sc(C)c(C)c2c1=O	-13%	4%	i	5%	2%
Cc1ccccc1OCCCN1C(=O)C(=O)c2cccc(C)c21	·	21%	7.2%	6%	-1%
CCOC(=O)N1CCN(c2cc(NCCC(=O)O)c3c4c(onc24)-c2ccccc2C3=O)CC1	3%	20µM*	i	-6%	11%
CCCCN(C(=O)c1ccc(C)c(S(=O)(=O)N2CCOCC2)c1)c1c(N)n(CC(C)C)c(=O)[nH]c1=O	19%	1%	0.1%	7%	-3%
O=C(CSc1ncn(-c2ccccc2)n1)Nc1nccs1	12%	20%	9.3%	-1%	4%
COC(=O)c1ccc(N2CCN(S(=O)(=O)c3ccc(Br)cc3)CC2)c([N+](=O)[O-])c1	-7%	-2%	2.6%	2%	-5%
O=C(CN(C(=O)CCNC(=O)c1ccco1)c1ccccc1)NC1CCCC1	-3%	2%	2.9%	-9%	5%
O=C(NCCO)c1ccc(CSc2nc3ccccc3[nH]2)cc1	-9%	-4%	0.6%	3%	-7%
COC(=O)c1ccc(COc2ccc(-c3nnn(CC(N)=O)n3)cc2)cc1	15%	-13%	1.4%	12%	10%
Cc1cc(C)c(C#N)c(SCC(=O)Nc2ccccc2)n1	-5%	-1%	2.1%	5%	-1%
CCN(NC(=O)C(O)(c1ccc(F)cc1)c1ccc(F)cc1)C(=O)c1ccccc1	-15%	-13%	0.6%	-1%	-2%
O=C(Nc1ccccc1)N(C1=NCCC1)c1ccccc1	-13%	-20%	2.3%	-2%	-2%
S=C(NCCc1ccccc1)Nc1ccccc1Cl	?	-4%	1.3%	-7%	-15%
CC(Sc1nnc(C(C)Oc2ccccc2F)o1)C(=O)NCc1ccc2c(c1)OCO2 (centres undefined)	34%	-17%	8.2%	·	3%
CCCC(=O)Nc1nnc(/C=C/c2ccccc2)s1	0%	0%	0.5%	-2%	6%
Cc1cc2nc3ccc(=[N+](C)C)cc-3sc2cc1N	·	21%	11%	·	·
C/C(=N/NC(=O)c1ccc(-c2ccccc2)cc1)c1cc(O)cc(O)c1	1%	2%	6.0%	1%	?
Cc1ccc(N=C2N=C(N)c3ccccc32)c(C)c1	40%	11%	2.1%	3%	0%
Cc1cc(OCC(=O)OCC(=O)N(C)Cc2ccccc2C)ccc1Cl	75%	-12%	1.4%	·	45%
O=C(CCNS(=O)(=O)c1ccc(Br)s1)NCc1ccc2c(c1)OCO2	-24%	0%	0.7%	5%	-2%
Cc1ccc2c(N)[nH]nc2n1	6%	-5%	0.1%	5%	-3%
COc1ccc(-c2c(C(F)(F)F)nn(C)c2NC(C)=O)cc1	-3%	4%	i	2%	-8%
C=CCNc1nc(Cl)nc(Nc2ccc(OC)cc2OC)n1	-6%	-3%	5.2%	3%	0%
COc1ccccc1OCc1cc(-c2ccccc2)no1	24%	-13%	6.3%	7%	29%
O=C(NNC(=O)C12CC3CC(CC(C3)C1)C2)c1cccc(O)c1	-2%	7%	0.7%	-10%	-6%
CCOc1ccccc1NC(=O)C1CCCN(S(=O)(=O)c2ccc(OC)c(C)c2)C1 (centres undefined)	5%	-2%	7.1%	-5%	-5%
CCOc1ccc(C)cc1S(=O)(=O)N1CCCCC1	-10%	-4%	i	-5%	-8%
Cc1cc(C)c2c(-n3cccc3)c(C(=O)NNS(=O)(=O)c3ccc(Br)cc3)sc2n1	55%	-14%	5.6%	-3%	5%
C#CCn1c(=NC(=O)CN2C(=O)CCC2=O)sc2cccc(OC)c21	0%	-7%	2.9%	18%	-4%
CN1CCN(CCCOc2ccc(-c3ccccc3)cc2)CC1	65%	2%	?	1%	1%
CCCn1c(SCC(=O)Nc2ccccc2Cl)n[nH]c1=O	-5%	2%	2.0%	-2%	0%
CCOC(=O)c1sc(NC(=O)COC(=O)C(CCSC)NC(C)=O)nc1C (centres undefined)	-16%	0%	3.2%	1%	-2%
Cc1cccc(-c2nsc(SCC(=O)Nc3cc(C)on3)n2)c1	?	2%	5.4%	-4%	?	inhibitors of VEEV 10K pilot screen=0.8
COc1ccc(CNC(=O)C2CCC(=O)N2C(C)C)c(OC)c1 (centres undefined)	22%	-4%	0.3%	0%	1%
COc1ccc(C)cc1S(=O)(=O)N1CCCC(N2CCOCC2)C1 (centres undefined)	8%	2%	0.3%	7%	3%
CC1CC(CC(C)C(=O)Nc2nncs2)C(=O)O1 (centres undefined)	-5%	5%	0.6%	-19%	6%
COc1cccc(NC(=O)C(C)(C)C)c1	-4%	2%	i	-10%	0%	inhibitors of VEEV 10K pilot screen=0.5
COc1ccc(C(C(=O)NC2CCCCC2)N(Cc2cccnc2)C(=O)c2snc(C(N)=O)c2N)cc1 (centres undefined)	-2%	6%	i	4%	3%

Quoted at random: two records from the list
SMILES	M. tuberculosis	H1N1 NS1A inhibition	inhibitors of VEEV	PhoP GFP inhibition	M. tuberculosis HTS	others
COC(=O)c1ccc(COc2ccc(-c3nnn(CC(N)=O)n3)cc2)cc1	15%	-13%	1.4%	12%	10%
COc1ccc(CNC(=O)C2CCC(=O)N2C(C)C)c(OC)c1 (centres undefined)	22%	-4%	0.3%	0%	1%

(cont.)
SMILES	M. tuberculosis	H1N1 NS1A inhibition	inhibitors of VEEV	PhoP GFP inhibition	M. tuberculosis HTS	others
CCCc1nnc(NC(=O)Cn2c(=O)sc3ccccc32)s1	11%	-21%	i	9%	10%
Cc1ccc(-c2csc(=Nc3cccnc3)n2CCCn2ccnc2)cc1C	69%	17%	11%	-5%	?
CCn1c(NN)nc2sc3c(c2c1=O)CCC3	-14%	8%	2.6%	-7%	5%
CC(Oc1ccc2c(-c3ccccc3)cc(=O)oc2c1)C(=O)N[C@H](Cc1c[nH]c2ccccc12)C(=O)O (some centres undefined)	-4%	-1%	0.5%	-7%	-8%
COCCNC(=O)c1ccccc1NC(=O)c1ccccc1SC	5%	-3%	0.1%	5%	0%
CNC(=O)C1CCN(S(=O)(=O)c2c(C)noc2/C=C/c2ccc(C)cc2)CC1	11%	3%	i	-1%	-4%	inhibitors of VEEV 10K pilot screen=0.4
COc1ccc(Cl)c(Cn2c(NCC(C)O)nc3c2c(=O)n(C)c(=O)n3C)c1 (centres undefined)	11%	1%	1.6%	-7%	-2%
COc1ccc(N(C)C(=O)c2cc3c(s2)-c2ccccc2OC3)c(OC)c1	20%	0%	6.9%	-13%	-3%
COc1ccc(/C=N/NC(=O)Cc2cc(OC)c(OC)cc2[N+](=O)[O-])cc1	-2%	5%	i	-3%	7%
COCCNC(=O)CCCC(=O)NCCOC	-6%	9%	0.1%	-8%	-2%
C=CCN(CC(=O)Nc1cccnc1)S(=O)(=O)c1ccc(Cl)cc1	-5%	-3%	0.7%	·	-1%
COc1cc(-n2c(=O)c3ccccc3n(Cc3cccnc3)c2=O)cc(OC)c1OC	-12%	0%	0.2%	-2%	1%
Cc1ccc(-c2nn(-c3ccccc3)cc2/C=N/O)cc1	18%	-3%	7.3%	-6%	?
Cn1nc(C(C)(C)C)cc1NC(=O)Nc1cc(Cl)cc(Cl)c1	36%	-17%	i	3%	19µM*
CC1CCCN(C(=O)C2CCCN(S(=O)(=O)c3cccc4nsnc34)C2)C1 (centres undefined)	13%	-6%	i	3%	-14%
CCCCN(C(=O)Oc1ccccc1)C1CCS(=O)(=O)C1 (centres undefined)	13%	-2%	i	12%	4%
O=C(CCN1CCN(c2ccccc2)CC1)N/N=C/c1ccc([N+](=O)[O-])o1	52%	4%	2.5%	138µM*	?
Cc1ccsc1/C=C(\C#N)C(=O)NCc1ccco1	-11%	-8%	i	-6%	-4%
O=C(CCNS(=O)(=O)c1ccccc1C(F)(F)F)NCC(c1ccco1)N1CCCCC1 (centres undefined)	0%	-3%	0.4%	5%	-6%
O=C(CSc1nnc(NC(=O)C2CCCCC2)s1)NCc1ccco1	30%	-8%	2.3%	5%	4%
Cn1c(-c2ccc(F)cc2)cnc1SCC(=O)NCc1ccco1	30%	-1%	3.3%	8%	-2%
Cc1cccc(Sc2nc(-c3ccccc3)ncc2C(=O)O)c1	48%	-7%	0.6%	-1%	6%
CC(C)C(=O)NC(=S)Nc1ccc(CN2CCOCC2)cc1	11%	-3%	1.5%	0%	9%
CCc1cccc(C)c1NC(=S)NCc1ccccc1	34%	22%	1.0%	0%	1%
OCCn1c(-c2ccc(F)cc2)csc1=Nc1ccccc1	13%	2%	5.7%	0%	-6%
O=c1c2sc3nc(N4CCOCC4)c4c(c3c2ncn1CCc1ccccc1)CCCC4	31%	29%	0.4%	-14%	?
O=C(Nc1ccc(N2CCN(C(=O)c3ccccc3)CC2)c(Cl)c1)c1ccco1	-9%	13%	7.2%	-7%	-3%
O=C(COC(=O)c1cccnc1Cl)NC1CCCc2ccccc21 (centres undefined)	3%	-11%	1.9%	·	3%
O=C(O)c1cn(CCOc2ccccc2Cl)c2ccccc12	16%	-3%	0.8%	3%	-3%
O=C(O)c1ccc(/C=N/NC(=S)NCCN2CCOCC2)cc1	-7%	4%	i	-10%	-1%
C[C@H](NC(=O)c1nc[nH]c1C(=O)N1CCN(c2ccccc2)CC1)C(=O)OC(C)(C)C	33%	3%	1.0%	1%	-9%
c1csc(Cc2nn3c(-c4ccncc4)nnc3s2)c1	-8%	3%	i	1%	4%
COc1ccc(C=O)cc1CN1CCCN(Cc2ccccc2F)S1(=O)=O	10%	-4%	0.5%	1%	9%
Cc1ccc2nc(NC(=O)COC(=O)CSc3nc(C)cc(C)n3)sc2c1	13%	2%	0.9%	-9%	-9%
O=C(CSc1nc2ccccc2c(=O)n1-c1ccccc1F)N1CCOCC1	5%	3%	2.9%	·	-5%
OCC1(Cc2ccccc2)CCN(Cc2ccc(-c3ccco3)cc2)CC1	50%	8%	i	2%	11%

Structural class: the compounds so far containing a Cl atom.
SMILES	M. tuberculosis	H1N1 NS1A inhibition	inhibitors of VEEV	PhoP GFP inhibition	M. tuberculosis HTS	others
O=C(Nc1ccc(Cl)c(Cl)c1)N1CCSC1c1ccco1 (centres undefined)	59%	-3%	1.1%	4%	1%
S=C(NCCc1ccccc1)Nc1ccccc1Cl	?	-4%	1.3%	-7%	-15%
Cc1cc(OCC(=O)OCC(=O)N(C)Cc2ccccc2C)ccc1Cl	75%	-12%	1.4%	·	45%
C=CCNc1nc(Cl)nc(Nc2ccc(OC)cc2OC)n1	-6%	-3%	5.2%	3%	0%
CCCn1c(SCC(=O)Nc2ccccc2Cl)n[nH]c1=O	-5%	2%	2.0%	-2%	0%
COc1ccc(Cl)c(Cn2c(NCC(C)O)nc3c2c(=O)n(C)c(=O)n3C)c1 (centres undefined)	11%	1%	1.6%	-7%	-2%
C=CCN(CC(=O)Nc1cccnc1)S(=O)(=O)c1ccc(Cl)cc1	-5%	-3%	0.7%	·	-1%
Cn1nc(C(C)(C)C)cc1NC(=O)Nc1cc(Cl)cc(Cl)c1	36%	-17%	i	3%	19µM*
O=C(Nc1ccc(N2CCN(C(=O)c3ccccc3)CC2)c(Cl)c1)c1ccco1	-9%	13%	7.2%	-7%	-3%
O=C(COC(=O)c1cccnc1Cl)NC1CCCc2ccccc21 (centres undefined)	3%	-11%	1.9%	·	3%
O=C(O)c1cn(CCOc2ccccc2Cl)c2ccccc12	16%	-3%	0.8%	3%	-3%
